# High-throughput results deposited in PubChem by NMMLSC.
# MEP2-GFP yeast: yeast TOR pathway MEP2-GFP modulation | S. cerevisiae MEP2-GFP strain, flow cytometry GFP, 3 h; 100% = DMSO control level | GFP response vs DMSO, % at 10 µM | 330,000 compounds, 0.51% hits | AID 2016;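 active = GFP response versus DMSO above a set limit, roughly screen mean plus 3 SD, cut at about 180% in these data; inconclusive = fewer than 70 cells counted for a yeast strain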;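 also: median GFP fluorescence of the barcode-gated MEP2-GFP cells per well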
# Yeast superoxide: yeast age-related superoxide inhibition as caloric restriction mimetic; S. cerevisiae aged cells, superoxide DHE fluorescence; hits give low values; superoxide response (% of plate mean), % at 10 µM; 330,000 compounds, 0.18% hits;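 active = superoxide response under a set limit, about three screen SD below normal, cut at about 65% in these data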;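 also: yeast aged for seven days with compound at 30 °C before DHE staining; 100% = average MFI of all compound-treated wells on the plate with controls excluded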
# LAP4 TOR yeast: yeast TOR pathway LAP4-GFP modulation. S. cerevisiae LAP4-GFP multiplex, flow cytometry GFP, 3 h; median GFP as percent of DMSO wells. GFP response vs DMSO, % at 10 µM. 320,000 compounds, 0.34% hits;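 active = GFP response vs DMSO above a set limit, about the screen mean plus 3 SD, cut at about 150% in these data; inconclusive = under 70 cell events counted for the yeast strain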
# AGP1-GFP MLPCN: yeast TOR pathway AGP1-GFP modulation. S. cerevisiae AGP1-GFP multiplex flow cytometry, 3 h; GFP as percent of DMSO wells. GFP response vs DMSO, % at 10 µM. 320,000 compounds, 0.02% hits;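 active = GFP response relative to DMSO above a set limit, near screen average plus 3 SD, cut at about 150% in these data; inconclusive = fewer than 70 cells counted for the yeast strain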;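 also: median GFP channel fluorescence of the gated AGP1 strain per well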
# RPL19A-GFP yeast: yeast TOR pathway RPL19A-GFP modulation; S. cerevisiae RPL19A-GFP strain, flow cytometry, 3 h; hits give low values; percent response vs DMSO, % at 10 µM; 330,000 compounds, 0.3% hits; AID 2025;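 active = percent response vs DMSO below 50%; inconclusive = fewer than 70 events counted for the yeast strain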;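 also: median channel GFP fluorescence of the barcoded RPL19A-GFP strain; ratio of sample median GFP to plate DMSO average so 100% = DMSO; lower means less RPL19A-GFP as with rapamycin TOR inhibition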
# GRK2 aptamer HTS: human GRK2 inhibition via aptamer displacement | P25098 | bead flow cytometry, FAM-aptamer displacement from GRK2 | inhibition of aptamer binding, % at 10 µM | 330,000 compounds, 0.59% hits | AID 488847;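 active = inhibition of aptamer binding above 40%, roughly 3 SD of noise, on plates passing a quality check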;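 also: median bead fluorescence of bound FAM aptamer so fluorescent compounds give negative values; no value below 0 was filed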
# CIT2 TOR yeast: alters CIT2-GFP fluorescence in TOR pathway yeast screen | 320,000 compounds, 0.065% hits | GFP response vs DMSO, % at 10 µM | S. cerevisiae CIT2-GFP strain, flow cytometry, 3 h; 100 means same as DMSO wells;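 active = GFP response relative to DMSO above a set limit, near the screen mean plus 3 SD, cut at about 150% in these data; inconclusive = Fewer than 70 cells measured for a yeast strain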;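 also: ratio of well median GFP fluorescence to mean of DMSO wells on the plate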
# VLA-4 inh: inhibition in a human VLA-4 binding assay | P13612 | VLA-4 expressing cells, ligand binding flow cytometry | inhibition, % (about 7 µM as worked out from the volumes in the protocol) | 330,000 compounds, 0.2% hits | AID 2557; in the data active = inhibition above about 50%
# Target sequence (P13612 whole entry, looked up): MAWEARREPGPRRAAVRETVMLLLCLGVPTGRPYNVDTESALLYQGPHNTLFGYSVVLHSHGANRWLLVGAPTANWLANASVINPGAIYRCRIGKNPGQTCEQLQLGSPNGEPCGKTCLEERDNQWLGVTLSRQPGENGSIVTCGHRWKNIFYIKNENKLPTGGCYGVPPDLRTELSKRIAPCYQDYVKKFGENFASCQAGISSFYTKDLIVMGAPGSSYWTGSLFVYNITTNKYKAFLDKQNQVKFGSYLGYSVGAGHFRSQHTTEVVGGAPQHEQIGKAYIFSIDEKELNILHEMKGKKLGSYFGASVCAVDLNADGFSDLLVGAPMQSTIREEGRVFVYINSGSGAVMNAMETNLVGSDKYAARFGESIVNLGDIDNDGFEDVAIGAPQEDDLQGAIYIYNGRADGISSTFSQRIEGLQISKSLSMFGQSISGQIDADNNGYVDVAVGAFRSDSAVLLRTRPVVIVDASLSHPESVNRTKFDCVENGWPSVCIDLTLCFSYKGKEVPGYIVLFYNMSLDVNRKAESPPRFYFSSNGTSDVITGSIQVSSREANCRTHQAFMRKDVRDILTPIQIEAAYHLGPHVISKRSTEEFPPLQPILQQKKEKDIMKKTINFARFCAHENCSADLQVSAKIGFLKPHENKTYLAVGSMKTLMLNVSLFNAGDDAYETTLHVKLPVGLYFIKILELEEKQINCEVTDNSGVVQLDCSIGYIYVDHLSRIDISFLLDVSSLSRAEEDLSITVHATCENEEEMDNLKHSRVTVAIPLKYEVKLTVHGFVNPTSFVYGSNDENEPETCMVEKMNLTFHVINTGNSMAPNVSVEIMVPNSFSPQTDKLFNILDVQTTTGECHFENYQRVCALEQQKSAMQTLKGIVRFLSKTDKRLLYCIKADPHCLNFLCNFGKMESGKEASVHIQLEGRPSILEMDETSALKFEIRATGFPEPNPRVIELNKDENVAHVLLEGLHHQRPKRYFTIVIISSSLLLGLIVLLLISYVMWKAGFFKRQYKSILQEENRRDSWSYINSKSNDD
# * hit, by the source's call; ? = inconclusive; · = not tested or not shown; [ ] = another dose, or the depositor's remark.
SMILES,MEP2-GFP yeast,Yeast superoxide,LAP4 TOR yeast,AGP1-GFP MLPCN,RPL19A-GFP yeast,GRK2 aptamer HTS,CIT2 TOR yeast,VLA-4 inh
Cc1ccccc1Cn1cc(NC(=O)c2cc(-c3ccco3)on2)cn1,99,104,107,103,98,2,94,-5
O=C(COC(=O)c1ccc(Br)o1)NCCc1ccccc1,100,87,96,102,106,0,104,11
CCCCc1c(O)nc(SCC(=O)N2CCCCC2)n(-c2ccccc2C)c1=O,95,130,101,94,98,0,87,8
Clc1cc(Cl)cc(C2=NC(Cc3ccccc3)CO2)c1 (stereo not drawn),101,101,98,102,100,2,99,21
CC(C)(C)OC(=O)C[C@H]1C/C=C\C[C@H](CC(=O)N(CCO)Cc2ccccc2)C(=O)N[C@H](C(C)(C)C)COC1=O,104,95,105,104,101,9,105,3
N#Cc1c2n(c3c(N)ncnc13)CCCCC2,96,112,·,·,99,0,·,0
COc1ccccc1/C=C/c1onc(C)c1S(=O)(=O)N1CCC(C(=O)NC2CCCCCC2)CC1,92,90,88,93,93,0,107,-4
O=C(COc1ccc2c3c(c(=O)oc2c1)CCC3)N[C@@H](Cc1ccccc1)C(=O)O,87,122,94,89,90,3,90,30
CC(C)C1N(C(=O)N2CCOCC2)CCN1S(=O)(=O)c1ccccc1 (stereo not drawn),106,92,109,101,108,1,106,8
O=C(C1CCC1)N1CCN(c2ccc(Cl)cc2)CC1,107,98,102,101,101,1,99,2
COc1ccc(OC)c(NC(=O)Cn2c(CCC(=O)O)ccc2-c2ccc(C)cc2)c1,98,94,95,90,94,3,97,21
Cc1nnc(N2C(=O)C(O)=C(C(=O)c3ccco3)C2c2ccc(C(C)(C)C)cc2)s1 (stereo not drawn),105,103,96,101,99,0,104,4
O=C(Nc1ccc(S(=O)(=O)N2CCCCC2)cc1)C1CCCCC1,256*[may fluoresce violet],95,83[may fluoresce violet],17[may fluoresce violet],61[may fluoresce violet],0,?,-5
Cc1ccc(OCC(=O)N2CCN(C(=O)Cc3ccccc3)CC2)cc1,104,85,101,105,100,0,108,-2
CCC(C)(C)n1nnnc1C(C(C)C)N(Cc1ccco1)Cc1cc2cc3c(cc2[nH]c1=O)OCO3 (stereo not drawn),103,103,98,101,97,0,107,-2
O=C1CC(c2ccc(Cl)cc2)n2nc(N3C(=O)CCC3=O)nc2N1 (stereo not drawn),105,107,97,105,105,0,108,-2
O=C(Nc1nc2cc3c(cc2s1)OCCO3)c1cccc(N2C(=O)CCC2=O)c1,102,86,103,105,101,0,105,-18
Cc1ccc2nsnc2c1S(=O)(=O)NC1CC1,102,111,98,100,98,0,90,10
CCN1CCCC1CNS(=O)(=O)c1ccc(Br)cc1 (stereo not drawn),107,98,98,107,108,0,107,9
CCOC(=O)COc1ccc(C2NC(C(=O)O)CS2)cc1 (stereo not drawn),105,90,99,96,96,3,95,17
CC(=O)Nc1ccc(S(=O)(=O)NCC2CCC(C(=O)NCCCOC(C)C)CC2)cc1 (stereo not drawn),98,135,100,104,97,4,101,3
O=c1/c(=C\c2ccc(F)cc2)sc2n1CCCN=2,85,102,79,84,88,0,83,15
N#Cc1ccc(S(=O)(=O)NCC(=O)OCC(=O)N2CCCC2=O)cc1,97,101,105,102,98,1,92,-2
Cc1n[nH]c(=O)n1-c1ccc(C(C)(C)C)cc1,102,97,110,102,97,0,97,-5
CCC(=O)Nc1sc(C(=O)Nc2ccccc2OC)c(C)c1C(=O)OC,97,121,94,95,98,1,103,-11
CC1CCC(C(=O)c2c(O)c3ccccc3oc2=O)CC1 (stereo not drawn),98,105,102,104,100,0,101,-3
c1cncc(CNc2ncnc3ccc(-c4cccnc4)cc23)c1,100,82,103,97,97,1,91,17
CC(C)(C)c1ccc(C(=O)CCC(=O)OCC(=O)NCCc2ccc(S(N)(=O)=O)cc2)cc1,106,100,105,101,102,0,93,14
Cc1cccc(C(=O)NC(=S)Nc2ccccc2C(=O)O)c1,96,104,107,104,100,1,99,8
Cc1ccnc(NC(=O)CNC(=O)c2cccs2)c1,108,99,100,106,103,1,111,4
Cc1cccc(NC(=O)CCNS(=O)(=O)c2cc(Br)cnc2N)c1C,110,103,87,98,99,0,106,11
COc1ccc(C2C(CC(=O)O)=C(O)C(=O)N2c2ccccc2)cc1 (stereo not drawn),98,110,102,101,97,4,113,1
COc1ccccc1N1CCN(/N=C/c2cccc(OC)c2OC)CC1,101,85,106,98,98,0,97,-8
O=C(CSCc1ccc(Cl)cc1Cl)Nc1ccc(O)cc1C(=O)O,92,99,87,98,98,2,98,0
NC(=O)C1CCN(C(=O)CN2CCCc3ccccc32)CC1,105,110,103,105,105,4,100,13
CN(CC(=O)Nc1cccc(F)c1)CC(=O)Nc1cccc(S(=O)(=O)N2CCCCCC2)c1,112,96,110,111,112,0,114,-1
CCn1c(SCC(N)=O)nc2sc3c(c2c1=O)CCCC3,100,118,90,98,100,0,105,27
Cc1cc(OC(=O)c2ccc(Cl)cc2Cl)nc(C)n1,99,123,99,97,98,1,100,-7
COc1cc(NC(=O)c2cccs2)c(C(=O)OCC(=O)c2cc(C)n(-c3ccccc3)c2C)cc1OC,145,89,112,111,108,1,97,-1
CC(C)(C)n1nnnc1C(c1cccc(C#N)c1)N1CCCc2ccccc21 (stereo not drawn),104,111,97,100,98,0,104,26
Cn1c(CN2CCOCC2)nnc1SCC(=O)NC1CCCCC1,105,97,101,104,100,0,106,4
Cc1occc1C(=O)O/N=C(\N)c1ccccc1,96,92,109,99,96,1,95,1
CCOC(=O)N1CCN(c2ncnc3c2[nH]c2ccc(OC)cc23)CC1,102,108,97,102,98,0,91,17
CCCCN(CCCNC(=O)c1c(C)cc(=O)oc1C)c1ccccc1,100,82,105,103,99,0,102,-7
N#CC1=C2C=CC=CN2CC1=O,96,108,92,87,89,1,96,-3

# Shown field by field: part of the list above
CCn1c(SCC(N)=O)nc2sc3c(c2c1=O)CCCC3
  MEP2-GFP yeast: 100
  Yeast superoxide: 118
  LAP4 TOR yeast: 90
  AGP1-GFP MLPCN: 98
  RPL19A-GFP yeast: 100
  GRK2 aptamer HTS: 0
  CIT2 TOR yeast: 105
  VLA-4 inh: 27
Cc1cc(OC(=O)c2ccc(Cl)cc2Cl)nc(C)n1
  MEP2-GFP yeast: 99
  Yeast superoxide: 123
  LAP4 TOR yeast: 99
  AGP1-GFP MLPCN: 97
  RPL19A-GFP yeast: 98
  GRK2 aptamer HTS: 1
  CIT2 TOR yeast: 100
  VLA-4 inh: -7

# Additional compounds
SMILES,MEP2-GFP yeast,Yeast superoxide,LAP4 TOR yeast,AGP1-GFP MLPCN,RPL19A-GFP yeast,GRK2 aptamer HTS,CIT2 TOR yeast,VLA-4 inh
O=C(CSc1nnc(-c2ccco2)n1-c1ccccc1)N1CCOCC1,106,107,93,105,103,0,106,6
CCC/C(O)=C1\C(=O)CCCC1=NCCc1c(C)[nH]c2ccc(OC)cc12,86,106,94,89,89,0,93,2
CN1CCN(S(=O)(=O)c2cccc(C(=O)N(Cc3nnc(-c4ccccc4Cl)o3)C3CC3)c2)CC1,101,92,96,101,105,0,108,-14
O=C(C[C@@H]1C/C=C\CCCC(=O)OC[C@@H]2CCCN2C1=O)NCCO,92,93,86,97,95,0,90,1
CCN(CC(=O)Nc1ccc2c(c1)OCCO2)C(=O)CN1C(=O)NC(C)(c2ccc(C)cc2)C1=O (stereo not drawn),99,78,101,97,98,1,89,4
Cc1ccc(CC(=O)Nc2cccc(S(=O)(=O)N3CCOCC3)c2)cc1,96,102,96,101,104,11,100,12
CC(C)CN1CN(Cc2ccco2)CNC1=S,103,80,92,97,105,0,99,4
Cc1cc(OC(F)F)ccc1NC(=O)Nc1ccc([N+](=O)[O-])cc1,111,97,123,106,91,0,98,24
O=C(Nc1nc(-c2ccccn2)cs1)c1cc2ccccc2o1,122,87,155*,17,73,6,108,-11
CC1CCCC(C)N1CCCNC(=O)c1nn(C)c2c1CSc1ccccc1-2 (stereo not drawn),102,86,95,97,100,0,101,10
CN(CC(=O)Nc1cccc(F)c1)C(=O)C1CC(=O)N(Cc2ccccc2)C1 (stereo not drawn),98,111,88,99,98,3,102,-1
O=C(Nc1nc(-c2cccs2)c(-c2ccccc2)s1)c1ccco1,92,109,81,85,91,·,84,5
C/C(=N\NC(=O)c1ccc2c(c1)OCO2)c1ccc(NC(=O)CCCC(=O)O)cc1,100,101,76,88,105,1,84,3
COc1cccc(C(=O)O/N=C(\N)c2ccc(C)cc2)c1,97,112,129,59,100,0,127,42
COc1ccc2nc(NCCCNC(=O)c3cc(OC)c(OC)c(OC)c3)c(C#N)cc2c1,100,102,100,102,99,2,94,7
Cc1cc(C(=O)NNC(=O)c2nn(C)c(=O)c3ccccc23)c(C)o1,102,90,96,100,102,0,101,3
Cc1nnc(SCc2nc3ccccc3[nH]2)s1,100,91,94,101,95,2,103,2
CCCn1c2ccccc2c2cc(C(=O)O)ccc21,120,114,120,108,98,4,100,-19
COc1ccc2c(c1)[nH]c1c(=O)n(Cc3ccco3)cnc12,100,90,112,99,92,0,99,11
COc1ccccc1CNC(=O)COc1ccc(S(=O)(=O)N2CCOCC2)cc1,89,99,91,90,89,2,94,-5
CS(=O)(=O)N1CCN(C(=O)COc2ccc3ccccc3c2)CC1,106,88,113,107,98,5,102,·
O=C(NCc1cccnc1)c1ccc(NC(=O)c2ccc(Br)cc2)cc1,112,101,100,99,105,2,110,4
Cc1ccc(C)c(N(C(=O)c2csnn2)C(C(=O)NC2CCCC2)c2cccnc2)c1 (stereo not drawn),92,105,97,98,98,0,98,5
CCOc1ccc(Nc2nc(N)nc(CSC(=S)N3CCOCC3)n2)cc1,111,75,111,109,101,2,110,0
CCOc1ccc(C(=O)N(CN2CCCC2=O)c2cccc(Cl)c2)cc1,91,95,102,104,92,0,98,-2
COC(=O)c1ccc(C(=O)NC2CCCc3c2cnn3-c2cc(F)cc(F)c2)nc1 (stereo not drawn),83,101,71,87,93,0,·,11
C#CCOCCOCCOCCNc1nc(N2CCN(C(=O)CCCCCCCCCCNC(=O)[C@H](CCCCN)n3cc(CCO)nn3)CC2)nc(N2CCN(C(=O)CCCCCCCCCCNC(=O)[C@@H]([C@H](C)O)n3cc(C)nn3)CC2)n1,87,98,129,77,88,0,83,6
C=C1CCN([C@@H](Cc2ccccc2)C(=O)NCCC(C)C)S(=O)(=O)c2ccccc21,90,95,104,90,100,2,95,-3
CC(C)[C@H](NC(=O)[C@H](CC(=O)O)NC(=O)[C@H](CCCCN)NC(=O)[C@@H](N)CCCN=C(N)N)C(=O)N[C@@H](Cc1ccc(O)cc1)C(=O)O,101,98,112,99,110,4,102,-2
CSC(=NC#N)N1CCN(c2ccc([N+](=O)[O-])cc2)CC1,105,100,106,110,108,0,104,-8
COc1cc(-c2nnc(-c3ccccc3)o2)cc(OC)c1OC,93,94,·,87,92,4,80,-7
CC1CCN(C(=O)CNC(=O)c2ccc(Br)o2)CC1,90,93,90,91,94,1,91,21
O=C(NCc1cccc(C(F)(F)F)c1)c1cccc2c1C(=O)c1ccc(N3CCC(Cc4ccccc4)CC3)cc1S2(=O)=O,95,88,97,94,92,4,95,-409
CSc1ccccc1NC(=O)COc1ccc(S(=O)(=O)N2CCCC2)cc1,97,106,90,98,97,0,101,-10
NC(=O)c1ccc(-n2c(CCC(=O)O)ccc2-c2cccs2)cc1,96,90,111,93,94,2,84,7
C=CCn1c(SCC(N)=O)nnc1-c1cnccn1,102,105,111,108,100,1,100,3
CCCCC(CC)C(=O)Nc1ccc(Cl)cn1 (stereo not drawn),106,102,106,110,104,2,113,-2
O=C(CC1SC(=NCC2CCCO2)NC1=O)Nc1cccc2ccccc12 (stereo not drawn),102,112,87,99,106,1,105,5
